A3A deaminase: APOBEC3A ssDNA deaminase inhibitors, primary screen, selectivity assay for APOBEC3G inhibitor project, biochemical, FAM/TAMRA oligo cleavage fluorescence. DNA dC->dU-editing enzyme APOBEC-3A (Homo sapiens), P31941. 330,000 tested, 0.41% active. inhibition, % at 20 µM. AID 493011, 2011. recombinant A3A, FAM/TAMRA ssDNA deamination fluorescence;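 active = at least 40% inhibition at 20 µM here, with at most 30% in a related deaminase screen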;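 also: plate controls were A3A with DMSO for no effect and wells lacking A3A enzyme for full effect; some results filed as inactive read as strong as hits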
beta cell repl: inducers of MIN6 beta-cell proliferation, primary screen, ATP luminescence, uHTS | MIN6 cells proliferation, ATPlite luminescence, 48 h; cells starved in 0.2% serum; 100% = growth in 10% serum | proliferation, % at 10 µM | 330,000 tested, 0.29% active | AID 2380, 2010;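 active = compounds whose signal lies at least 3.5 SD above the mean of all wells on their plate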;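 also: 0% = DMSO-treated cells in low-serum medium and 100% = 10% serum control; some compounds called inactive have numbers as strong as hits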
APOBEC3G inh: APOBEC3G DNA deaminase inhibitors, primary screen, biochemical, fluorescence, single-stranded DNA substrate, uHTS. recombinant A3G, ssDNA deamination FAM/TAMRA fluorescence. DNA dC->dU-editing enzyme APOBEC-3G (Homo sapiens), Q9HC16. inhibition, % at 20 µM. AID 493012, 2011. 330,000 tested, 0.28% active;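 active = inhibition of at least 40% at 20 µM, with no more than 30% in the related APOBEC3A deaminase screen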;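 also: plate controls were DMSO wells with A3G for no effect and wells lacking A3G enzyme for full effect; some compounds called inactive have numbers as strong as hits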
Target sequence (Q9HC16 whole entry, looked up): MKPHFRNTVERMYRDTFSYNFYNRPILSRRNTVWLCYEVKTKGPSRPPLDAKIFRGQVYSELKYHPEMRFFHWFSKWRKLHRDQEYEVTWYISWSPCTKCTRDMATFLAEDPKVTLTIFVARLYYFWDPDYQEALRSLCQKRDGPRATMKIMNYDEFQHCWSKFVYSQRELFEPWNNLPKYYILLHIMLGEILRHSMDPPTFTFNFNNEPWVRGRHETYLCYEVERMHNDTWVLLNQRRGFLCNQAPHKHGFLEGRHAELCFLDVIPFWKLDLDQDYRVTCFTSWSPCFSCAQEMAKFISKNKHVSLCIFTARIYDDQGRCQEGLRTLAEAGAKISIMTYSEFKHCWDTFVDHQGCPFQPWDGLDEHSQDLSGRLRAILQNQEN
SENP1 inh: human SENP1 catalytic domain inhibitors, primary screen, biochemical, FRET, uHTS. Sentrin-specific protease 1 (Homo sapiens), Q9P0U3. recombinant SENP1 catalytic domain, CyPet-SUMO1-YPet FRET cleavage. inhibition, % at 10 µM. 360,000 tested, 0.21% active;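 active = inhibition at least 30% at 10 µM, raw YFP signal under a set limit, fluorescence ratio 0.5 to 1.5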;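 also: 0% = enzyme with DMSO and 100% = no enzyme wells; some results filed as inactive read as strong as hits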
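Test system: human SENP1 catalytic domain; medium: Tris pH 8 buffer plus EDTA, NaCl, BME, BSA, NP40, catalase; incubation: 50 min reaction at room temperature; technique: FRET, CFP and YFP emission; controls: no-enzyme low control and enzyme-plus-DMSO high control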
mIAP act: activators of mouse IAP, primary screen, biochemical, luminescence, uHTS; intestinal alkaline phosphatase [Mus musculus]; muIAP, CDP-Star luminescence, 30 min; hits give high values; 1 = vehicle-only enzyme signal, 0 = enzyme-free wells; activation factor at 10 µM; 330,000 tested, 0.24% active; AID 2805, 2010;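 active = activation factor of at least 2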; also: the source names both 10 and 20 µM as test concentration; values of inactives mirror those of a sister screen read the other way
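Assay system: mouse IAP enzyme / Compound: DMSO-dissolved test compounds / Timing: 30 min, room temperature / Measured by: luminescence from enzymatic CDP-Star hydrolysis / Control set: DMSO-only wells, enzyme-free buffer wells as negative control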
NALP3 yeast inh: NALP3 inflammasome inhibitors in reconstituted yeast, primary screen, luminescence, uHTS; Yeast reconstituted NLRP3/ASC/caspase-1, beta-gal luminescence, 24 h; inhibition, % at 10 µM; 330,000 tested, 0.39% active; AID 2825, 2010;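 active = inhibition of 50% or more; inactive = inhibition below 50%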;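 also: plate controls were induced DMSO wells for no effect and uninduced yeast grown without galactose for full effect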
hIAP block: human IAP inhibitors, primary screen, biochemical, luminescence, uHTS. Intestinal-type alkaline phosphatase (Homo sapiens), P09923. purified IAP, CDP-Star luminescence, 30 min. inhibition, % at 10 µM. 330,000 tested, 0.12% active;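 active = inhibition reaching a set limit with compound at 10 µM in the primary screen, cut at about 35% in these data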;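 also: plate controls were DMSO wells with enzyme for no effect and no-enzyme buffer wells for full effect; values of inactives mirror those of a sister screen read the other way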
Target sequence (P09923 whole entry, looked up): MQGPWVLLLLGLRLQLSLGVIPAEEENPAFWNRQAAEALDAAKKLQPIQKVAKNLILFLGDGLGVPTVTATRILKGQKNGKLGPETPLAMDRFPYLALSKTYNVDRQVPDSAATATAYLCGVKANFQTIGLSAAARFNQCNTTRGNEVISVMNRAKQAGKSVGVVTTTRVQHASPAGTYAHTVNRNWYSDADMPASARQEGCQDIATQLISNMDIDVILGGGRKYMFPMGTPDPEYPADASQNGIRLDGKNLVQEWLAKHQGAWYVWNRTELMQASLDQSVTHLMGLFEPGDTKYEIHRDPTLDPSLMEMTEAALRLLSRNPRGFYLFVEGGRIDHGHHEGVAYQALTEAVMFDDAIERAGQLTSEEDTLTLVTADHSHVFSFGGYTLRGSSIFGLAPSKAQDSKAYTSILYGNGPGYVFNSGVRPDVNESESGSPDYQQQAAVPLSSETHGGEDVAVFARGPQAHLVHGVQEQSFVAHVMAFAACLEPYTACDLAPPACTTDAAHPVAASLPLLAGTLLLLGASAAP
mIAP inh: inhibitors of mouse IAP, primary screen, biochemical, luminescence, uHTS; AID 2806, 2010; intestinal alkaline phosphatase [Mus musculus]; purified mouse IAP, CDP-Star luminescence, 30 min; inhibition, % at 10 µM; 330,000 tested, 0.2% active;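 active = inhibition of at least 40% at 10 µM in the primary screen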;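 also: plate controls were DMSO with enzyme for no effect and no enzyme wells for full effect; values of inactives mirror those of a sister screen read the other way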
hIAP activ: human IAP activators, primary screen, biochemical, luminescence, uHTS; purified human IAP, CDP-Star luminescence, 30 min; hits give high values; 1 = vehicle-only enzyme, 0 = enzyme-free background; Intestinal-type alkaline phosphatase (Homo sapiens), P09923; 330,000 tested, 0.16% active; activation factor at 10 µM;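 active = activation factor of the enzyme at least 2-fold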; also: the source names both 10 and 20 µM as test concentration; values of inactives mirror those of a sister screen read the other way
* = called active by the depositor; . = not tested or not shown; & = joins results of further samples. Only part of the results is shown; rates above refer to the full screens.

mol	A3A deaminase	beta cell repl	APOBEC3G inh	SENP1 inh	mIAP act	NALP3 yeast inh	hIAP block	mIAP inh	hIAP activ
C=C(C)C(=O)Nc1cccc(C2=NOC3(C2)C[C@@H](C(N)=O)N(C(=O)/C(C)=C/C)C3)c1 (stereo not given in full)	14	-2	86*	19	1	13	6	-2	0.94
CC(=O)Nc1ccc(NC(=O)CSc2nnc(C3CC3)n2-c2ccccc2)cc1	11	2	-9	-2	0.94	7	3	6	0.97
CCN(C[C@H]1N[C@@](CC)(C(=O)OC)[C@H]2C(=O)N(C)C(=O)[C@@H]12)C(=O)NC(C)C	-4	-2	-4	2	0.97	13	-13	3	1.1
CCCCn1c(N)c(N(CC(C)C)C(=O)c2cccc(S(=O)(=O)N(C)c3ccc(C)cc3)c2)c(=O)[nH]c1=O	0	-2	-7	-3	1	1	3	-2	0.97
FC(F)(F)c1cccc(Nc2cc(-c3ccccc3)nc3ncnn23)c1	1	-1	1	-6	0.98	18	0	2	1
COc1ccc(S(=O)(=O)N2CCc3ccccc32)cc1C(=O)Nc1ccc(C(N)=O)cc1	7	-5	-6	1	0.9	24	-6	10	1.1
COC(=O)N[C@@H]1C[C@H]2[C@@H]3CC[C@H]4C[C@@H](OC)CC[C@]4(C)[C@H]3CC[C@]12C	0	-2	5	4	0.98	37	-6	2	1.1
CN(Cc1ccccc1)c1nc2c(c(=O)[nH]c(=O)n2C)n1Cc1ccccc1Cl	-3	-3	-3	-1	1	6	4	-4	0.96
COC(CNC(=O)C1CCN(C(=O)c2cc3oc(C)cc3n2Cc2c(F)cccc2Cl)CC1)OC	-2	3	19	-2	0.95	9	-18	5	1.2
Cc1ncoc1C(=O)N1CCCC(C(=O)c2ccc(C(F)(F)F)cc2)C1 (stereo not given)	-2	2	-9	1	0.98	4	11	2	0.89
Cn1c(CC(=O)Nc2ccccc2F)nnc1SCC(=O)NC1CCCC1	-4	-4	-11	0	0.92	1	13	8	0.87
CNC(=O)NC(=O)CSc1nc2sccc2c(=O)n1-c1ccccc1	-5	1	-7	0	0.91	4	3	9	0.97
Cn1c(=O)c(C(=O)CN2CCc3ccccc32)c(N)n(Cc2ccccc2)c1=O	1	0	-5	-19	0.97	26	4	3	0.96
COc1cccc(CN2CCN(Cc3cccn3-c3cccnc3)CC2CCO)c1 (stereo not given)	-4	1	-7	1	1	5	-10	-2	1.1
O=C(Nc1cccc(-c2nc3cccnc3s2)c1)C1c2ccccc2Oc2ccccc21	7	-3	3	0	0.94	-7	22	6	0.79
CC1(C)CC2(CCO1)OC(=O)CC2C(=O)Nc1c(Cl)cccc1Cl (stereo not given)	-3	-1	-9	0	1	2	-18	-1	1.2
COc1ccc2c3c1OC1CC(O)C=CC31CCN(C)C2 (stereo not given)	-1&-3	-1&-2	-7&-7	0&3	1.1&0.85	-1&0	-22&-6	-10&14	1.2&1.1
Cc1cccc(NC2=C(C#N)C(=O)NC3(CCCC3)S2)c1	-1	-4	-2	0	1.1	4	-20	-8	1.2
CCOc1cccc(OCCOCCNC(C)(C)C)c1	-5	1	-10	-1	0.96	3	-5	4	1
Cc1ccccc1N(CC(=O)Nc1ccc(F)cc1)S(C)(=O)=O	-1	0	-3	1	1	7	2	-2	0.97
O=C(Sc1cccc2cccnc12)c1ccc(F)cc1	1	-5	-1	.	0.94	43	4	6	0.96
CC(C)(C)c1nn(-c2ccccc2)c2[nH]c(=O)c(CNCc3ccco3)cc12	-2	-2	-1	-29	0.9	12	20	10	0.8
COCCNC(=O)c1onc(CSc2ccccc2)c1C(=O)O	-1	-4	-9	0	0.99	14	-1	1	1
Cc1ccc(Nc2nc(N)nc(CSc3nncn3C)n2)cc1	-5	-5	-4	2	1	10	6	0	0.94
CCOC(=O)NCC(C#CCN(CC)CC)N(CC)CC (stereo not given)	1	1	-3	0	0.93	11	-29	8	1.3
COc1ccc(C(=O)NNC(=O)CSc2nc3c([nH]2)c(=O)n(C)c(=O)n3C)cc1	0	-3	-3	1	0.89	4	-50	11	1.5
Clc1ccc(Cc2noc(Cc3ccccc3)n2)cc1Cl	-2	-4	-2	-2	0.95	17	23	5	0.77
CCOC(=O)C1(Cc2ccccc2Cl)CCN(S(C)(=O)=O)CC1	0	3	-7	-1	0.95	11	9	5	0.91
COc1ccc(/C=C/C(=O)OCC(=O)NC2CCCC2)c(OC)c1	-1	6	-6	1	1.2	24	-20	-19	1.2
COCCCn1c(-c2cccc(Cl)c2)nc2c1c(=O)[nH]c(=O)n2Cc1ccccc1	0	2	-6	-8	0.96	15	5	4	0.95
Cc1onc(-c2ccccc2Cl)c1C(=O)Nc1cccc2nsnc12	-8	0	-8	-95	0.99	-7	-12	1	1.1
COc1ccc(N2CCn3c2nc2c3c(=O)n(CCCc3ccccc3)c(=O)n2C)c(OC)c1	-4	-6	-3	-2	1	21	-6	-1	1.1
O=C(CCS(=O)(=O)Cc1ccc(Cl)cc1)NCCCN1CCOCC1	2	0	-4	0	0.94	5	17	6	0.83
COC(=O)c1ccc(OC(=O)/C=C/c2ccco2)cc1	4	-6	-7	3	0.98	0	-12	2	1.1
O=C(NCc1ccccn1)c1cc2ccccc2oc1=O	0	0	-1	0	0.93	8	10	7	0.9
COc1cccc(CNC(=O)Cc2c(C(=O)O)[nH]c3ccccc23)c1	-2	-1	-5	2	1.1	12	-21	-14	1.2
CC(=O)Nc1cc(NC(=O)C2C3C=CC(C3)C2C(=O)O)ccc1Cl (stereo not given)	9	-1	4	-1	1.1	11	-14	-6	1.1
CC1(C)Cc2nc3sc(C(=O)NCCCO)c(N)c3cc2CS1	3	-2	1	-13	0.94	2	0	6	1
COc1ccc(C(=O)NCCN2C(=O)S/C(=C\c3cccnc3)C2=O)cc1[N+](=O)[O-]	-2	-1	-6	0	0.8	6	-9	20	1.1
N/C(=N\OC(=O)c1cccs1)c1cccc([N+](=O)[O-])c1	-1	-2	-7	1	0.96	6	1	4	0.99
COc1cc2cc(CN(CCCN3CCOCC3)Cc3nnnn3Cc3ccccc3)c(=O)[nH]c2cc1OC	4	-1	-11	-32	1	12	-1	0	1
C=CCNC(=S)NNC(=O)c1ccc(OCCC)cc1	-2	-2	-5	3	1	3	-96	-2	2
CC(=O)OCC1OC(Nc2cccc(C)c2)C(OC(C)=O)C(OC(C)=O)C1OC(C)=O (stereo not given)	-1	0	-7	0	1	11	-7	0	1.1
CCN1CCN(C(=O)C2(NC(=O)Nc3cccc(F)c3)CCCCC2)CC1	3	0	3	2	1.2	23	-10	-17	1.1
COc1ccccc1C1NC(=O)NC(C)=C1C(=O)OC1CCCC(C)C1 (stereo not given)	-4	-2	-9	-1	0.92	3	14	8	0.85
COc1ccc(-c2noc(CCCC(=O)Nc3cccnc3)n2)cc1OC	-1	-1	2	1	0.96	7	-22	4	1.2
CC1CCCN(CCCNC(=O)C2CC(=O)N(c3ccc(F)c(Cl)c3)C2)C1 (stereo not given)	-3	0	-3	5	0.97	-14	23	3	0.77
Cc1cc(C)n(-c2nc(C)nc(NCc3ccccc3)n2)n1	2	-2	-3	3	0.98	13	-5	2	1.1
CC(C)c1nc2oc3c(NCc4cccnc4)ncnc3c2c2c1CCC2	-1	-4	0	-1	1	-2	-6	-4	1.1
C/C(=N/NC(=O)c1ccc(O)cc1)c1cccc([N+](=O)[O-])c1	-5	-2	-8	2	1.2	5	-1	-15	1

(continued)
mol	A3A deaminase	beta cell repl	APOBEC3G inh	SENP1 inh	mIAP act	NALP3 yeast inh	hIAP block	mIAP inh	hIAP activ
C=CCNC(=O)COc1cc(C)cc(C)c1C	0	0	-7	2	1.1	-4	5	-12	0.95
COC(=O)C1(C)NC(c2ccc(O)cc2)C2C(=O)N(c3ccc4c(c3)OCCO4)C(=O)C21 (stereo not given)	-1	3	-3	0	1	14	3	0	0.97
COC(=O)C1C(=O)CC(C)(O)C(C(=O)OC)C1c1ccccc1F (stereo not given)	-1	2	0	0	1	8	-5	-3	1
CC(C)c1nnc(NC(=O)CCC(=O)N2CCN(C3c4ccccc4-c4ccccc43)CC2)s1	0	-2	-8	3	1	11	-1	0	1
Cc1ccc(S(=O)(=O)Cn2nnnc2CN2CCN(Cc3ccc4c(c3)OCO4)CC2)cc1	7	1	3	4	1	4	-9	-3	1.1
O=C(NNS(=O)(=O)c1ccc(F)cc1)c1cc2ccccc2cc1O	-6	4	-14	-13	0.86	14	-7	14	1.1
COc1ccc(C2=CC(c3ccco3)n3ncnc3N2)cc1 (stereo not given)	-3	-1	-8	-25	0.93	27	-1	7	1
Cc1c(/C=N/O)c2ccccn2c1C(=O)c1ccc(F)cc1	-5	2	-9	5	0.94	62*	1	6	0.99
Cc1ccc(NS(=O)(=O)c2cccc(C(=O)NCCCn3ccnc3)c2)cc1	-3	-1	-4	-1	0.98	16	18	2	0.82
COc1ccccc1OCC(=O)Nc1c2c(nn1-c1ccccc1)CS(=O)(=O)C2	1	6	-11	0	1	-3	7	-4	0.93
O=C(NC12CC3CC(CC(C3)C1)C2)N1CCC(O)(c2ccc3c(c2)OCO3)CC1	-1	-3	-4	2	1.1	8	7	-7	0.93
COC(=O)c1ccccc1S(=O)(=O)N1CCC(c2nc3ccccc3o2)CC1	2	-1	-6	2	1	7	-6	-1	1.1
c1ccc(CCc2nc(-c3ccccn3)no2)cc1	-2	-2	-4	2	0.97	15	23	3	0.77
O=C1c2cccnc2C(Nc2ccc(Cl)cc2)N1Cc1cccs1 (stereo not given)	-1	1	-6	0	0.93	18	-13	7	1.1
O=c1c2nccnc2[nH]c(=S)n1Cc1ccccc1	-4	-3	-1	-1	1	2	-11	-1	1.1
O=C(Cn1c(-c2ccccc2)noc1=O)NCc1ccccc1	0	0	-4	2	0.92	-10	13	8	0.87
COc1nccnc1NS(=O)(=O)c1ccc(NS(=O)(=O)c2ccc(NC(C)=O)cc2)cc1	2	-2	3	1	0.91	8	0	9	1
CCOc1ccccc1CNS(=O)(=O)c1cc(-c2cc(C)no2)ccc1C	-5	4	-7	2	0.94	19	3	6	0.97
Cc1cc(C)c(/C=C(\C#N)S(=O)(=O)c2ccccc2)[nH]1	3	-3	-2	4	0.9	37	-4	10	1
O=C(NCCSc1ncc(-c2ccc(F)cc2)[nH]1)c1ccco1	-4	6	-5	0	0.89	-1	18	11	0.82
